tuberculosis growth = growth inhibition of non-replicating M. tuberculosis (AID 488890); Mycobacterium tuberculosis non-replicating, growth inhibition; higher % means a stronger effect; inhibition, % at 25 µM; hits with a dose series show IC50 in µM; 320,000 compounds, 0.39% hits; in the data active means a potency from the dose series; inconclusive means inhibition mostly from about 82% at the one dose, without a potency; inactive means the rest, 99 in 100 with inhibition below about 76%;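 further: plate controls were DMSO cells for no effect and high antibiotic wells for full effect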
H37Rv inhibition = M. tuberculosis growth inhibition, HTS (AID 449762). M. tuberculosis H37Rv growth inhibition, 7H9 media; higher % means a stronger effect. one-dose inhibition, % at 25 µM; IC50 in µM for titrated hits. 330,000 compounds, 0.59% hits; in the data active means a potency from the dose series; inconclusive means inhibition above about 70% without an active follow-up result;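 further: bacterial growth assessed after seven days of incubation; strong numbers were not always called active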
influenza NS1A = H1N1 influenza NS1A inhibitors, functional cell based assay (AID 504329); NS1A functional cell-based assay, percent inhibition; higher % means a stronger effect; one-dose inhibition, % at 12.5 µM; IC50 in µM for titrated hits; 340,000 compounds, 0.3% hits; in the data active means a potency from the dose series; inconclusive means inhibition above about 27% without an active follow-up result; further: strong numbers were not always called active
inhibitors of VEEV = inhibitors of VEEV TC-83 cytopathic effect, confirmation, Vero cells (AID 588727); Vero cells, VEEV TC-83 cytopathic effect inhibition; higher % means a stronger effect; 350,000 compounds, 0.13% hits; inhibition, % at 20 µM; hits with a dose series show IC50 in µM; in the data active means a potency from the dose series; inconclusive means inhibition mostly from about 14% at the one dose, without a potency; inactive means the rest, 99 in 100 with inhibition below about 12%; further: strong numbers were not always called active
Salmonella PhoP GFP = Inhibition of PhoP regulon, Salmonella typhi GFP reporter cells, confirmation, 4 h (AID 1850); Salmonella Typhi PhoP-promoter GFP reporter, fluorescence, 4 h; higher % means a stronger effect; inhibition, % at 50 µM; hits with a dose series show IC50 in µM; 310,000 compounds, 0.33% hits; in the data active means a potency from the dose series; inconclusive means inhibition mostly from about 25% at the one dose, without a potency; inactive means the rest, 99 in 100 with inhibition below about 19%;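 further: 0% = induced wells with vehicle and 100% = uninduced wells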
inhibitors of VEEV 10K pilot screen = further read-out of inhibitors of VEEV, marked with its call; inhibition, %; measured here: 10K pilot screen inhibition
Active calls of the source: *; i = inactive; ? = inconclusive; . = not tested or not shown.

SMILES	tuberculosis growth	H37Rv inhibition	influenza NS1A	inhibitors of VEEV	Salmonella PhoP GFP	others
COc1ccc(C(=O)N2CCOC2CNC(=O)C(=O)NCCc2ccccc2OC)cc1 (stereo not drawn)	0%	-15%	1%	0.9%	-11%
CCCCNc1nc2ccccc2n1CC(=O)Nc1c(C)cccc1CC	11%	5%	2%	7.2%	-2%
N#C/C(=C/c1ccc(Br)o1)C(N)=O	-7%	2%	-2%	6.1%	-9%
Cc1ccc(NCCC#N)cc1C	-11%	-3%	-4%	i	1%
CN(c1ccccc1)S(=O)(=O)c1cccc(NC(=O)c2ccc3ncsc3c2)c1	20%	5%	-10%	12%	-14%
O=C(CSc1ccc(Br)cc1)N1CCN(S(=O)(=O)c2ccccc2)CC1	22%	5%	-11%	7.1%	0%
Cc1cc(C)cc(NC(=O)c2ccc(NC3=NC4CS(=O)(=O)CC4S3)cc2)c1 (stereo not drawn)	-15%	-3%	0%	0.5%	-3%	inhibitors of VEEV 10K pilot screen=0.6
CCN1CCN(CC(=O)Nc2ccc(Cl)c(Cl)c2)C(=O)C1=O	.	0%	8%	0.7%	-4%
CC(=O)c1cccc(NC(=O)CSC(=O)c2ccccc2)c1	?	2%	-5%	1.6%	3%
COc1cccc(CNC(=O)CCC(=O)n2ncc3cc(C)ccc32)c1OC	-22%	-14%	1%	i	-8%	inhibitors of VEEV 10K pilot screen=1.4

As a working copy, some entries already given:
SMILES	tuberculosis growth	H37Rv inhibition	influenza NS1A	inhibitors of VEEV	Salmonella PhoP GFP	others
CCN1CCN(CC(=O)Nc2ccc(Cl)c(Cl)c2)C(=O)C1=O	.	0%	8%	0.7%	-4%
CC(=O)c1cccc(NC(=O)CSC(=O)c2ccccc2)c1	?	2%	-5%	1.6%	3%
COc1cccc(CNC(=O)CCC(=O)n2ncc3cc(C)ccc32)c1OC	-22%	-14%	1%	i	-8%	inhibitors of VEEV 10K pilot screen=1.4

Other records
SMILES	tuberculosis growth	H37Rv inhibition	influenza NS1A	inhibitors of VEEV	Salmonella PhoP GFP	others
CCCCN(C)C/C(O)=C(\C#N)c1nc(-c2ccccc2)cs1	5%	-16%	-1%	2.5%	17%
Cc1ccc(-c2nnc(CSc3nnc(COc4ccccc4)n3-c3ccc(C)cc3)o2)cc1	36%	3%	-9%	3.2%	-3%
Cc1cccc(-c2cc3nc4c(c(NCc5ccco5)n3n2)CCCC4)c1	33%	?	8%	i	-4%
Cc1ccc(NC(=O)C(C)SCC(=O)Nc2ccc(F)cc2)cc1S(=O)(=O)N1CCOCC1 (stereo not drawn)	-1%	6%	6%	3.4%	10%
O=C(C[n+]1ccc(C(=O)NCc2ccccc2)cc1)c1ccc2c(c1)OCCO2	21%	6%	-3%	0.8%	-1%
CCOC(=O)C1(Cc2cccc(OC)c2)CCCN(C(=O)c2cc(C)on2)C1 (stereo not drawn)	8%	-2%	-5%	1.8%	-8%
Cc1ccc(NC(=O)c2cc(C)nc3ccccc23)c(Br)c1	30%	?	1%	1.0%	3%
COc1ccc(-n2c(=O)c3c(C)c(C)sc3n(Cc3cccc(F)c3)c2=O)c(OC)c1	0%	10%	9%	0.1%	5%
CC1(C)Cc2c(sc(/N=C/N3CCOCC3)c2C#N)C(C)(C)N1	3%	7%	-1%	0.3%	2%
Cc1ccc(-n2nc3ccc(NC(=O)c4ccco4)cc3n2)cc1	34%	21%	-23%	9.9%	-25%
O=C(CN1CCN(S(=O)(=O)c2ccc(Br)cc2)CC1)Nc1ccc2c(c1)OCCO2	16%	46%	-5%	4.5%	5%
COc1ccccc1CN(C)C(=O)c1cc(-c2cccs2)nc2ccccc12	28%	-3%	5%	6.2%	-16%
CC(C)c1ccc(/C=C/C(=O)NCCCN2CCOCC2)cc1	10%	1%	0%	i	.
COc1cccc2c1-c1c(C(=O)O)cccc1C2=O	1%	1%	0%	1.3%	-2%
COc1ccc(CNC(=O)CN2CCC(NC(=O)c3cccc(OC)c3)CC2)cc1	.	.	-1%	0.1%	.
COc1ccccc1NS(=O)(=O)c1ccc(C)c(NC(=O)NCCCl)c1	1%	0%	-10%	0.2%	5%
Cc1ccc(C)c(NC(=O)CSc2nc3c(oc4ccccc43)c(=O)n2-c2ccccc2)c1	3%	3%	3%	12%	-8%
CCOC(=O)Cc1csc(NC(=O)CSc2nnc3ccccn23)n1	-3%	-6%	3%	i	0%	inhibitors of VEEV 10K pilot screen=1.2
Cc1cccc(C)c1NC(=O)COC(=O)c1c2c(nc3ccccc13)/C(=C\c1ccc3c(c1)OCO3)CCC2	11%	1%	-6%	4.2%	-5%
O=C(Nc1ccc(F)c(Cl)c1)Nc1cnccn1	-3%	-1%	-3%	2.8%	-1%
CCCCCCCNC(=O)COc1ccc2c(c1)C(=O)CC(C)(C)O2	5%	-2%	2%	i	8%
CCc1ccc(-c2cc3c(=O)n(CC(=O)N4CCCC4)nc(C)n3n2)cc1	5%	-10%	7%	2.4%	0%
COc1ccc2c(c1)C(=O)N(Cc1ccccc1)C(=O)C2(C)C	16%	4%	-1%	3.6%	0%
CCC(=O)c1cn(CC(=O)Nc2c(C)cccc2C)c2ccccc12	20%	2%	-24%	i	11%
CCCCCN1CC(O)=C(c2nc3ccccc3[nH]2)C1=N	10%	-11%	11%	1.7%	-6%
O=c1c2ccccc2nc2ccc(NCc3ccco3)nn12	-6%	4%	-15%	5.8%	6%
CC(C)CCNC(=O)C(=O)Nc1ccc2c(c1)N(S(=O)(=O)c1cccs1)CCC2	6%	0%	10%	5.9%	-5%
CCN1C(=O)c2cccc3c(S(=O)(=O)NCc4cccnc4)ccc1c23	-2%	-6%	-3%	2.7%	-3%
O=C(O)c1ccc(CS(=O)(=O)c2cccc(C(F)(F)F)c2)o1	-7%	2%	-2%	4.1%	-3%
CCCn1ncc([C@@H]2C[C@H]3CN(Cc4cccc(Cl)c4)C(=O)[C@]34CCCN24)c1C	37%	-9%	-1%	0.6%	3%
O=C(CSc1n[nH]c(-c2ccccc2F)n1)NCC(=O)Nc1ccc(F)c(F)c1F	-17%	-7%	3%	i	-7%
CN(C)CCCNC(=O)CC1C[C@H](C(=O)N2CCCCC2)[C@@]2(CCc3ccccc3)c3[nH]c4ccccc4c3CCN2C1=O (stereo partly drawn)	77%	-7%	-12%	i	.
COc1ccccc1NC(=O)Nc1cccc(C(=O)O)c1	-16%	-10%	2%	0.4%	6%
O=C(/C=C/c1ccccc1)Nc1cccc(C(=O)N2CCCCC2)c1	.	.	-5%	1.5%	.
Cn1nc(-c2ccccc2)c2cc(C(=O)O)sc21	1%	2%	3%	i	-7%
O=C(c1ccccc1)C1NC1c1ccccc1 (stereo not drawn)	70%	1%	-15%	1.3%	5%
O=c1c(-c2ccnn2-c2ccc(F)cc2)cnc2n1CCS2	4%	-1%	12%	0.5%	2%
COc1ccccc1Cc1nc(-c2ccncc2)no1	45%	0%	-8%	1.6%	8%
CC1=CC(C)(C)N2C(=O)C3(N=C(N)NC(Nc4ccccc4)=N3)c3cc(C)cc1c32 (stereo not drawn)	-10%	5%	8%	8.1%	-1%
N#Cc1c(-c2ccccc2)nc(SCC(=O)Nc2ccccc2F)[nH]c1=O	1%	-10%	4%	0.2%	-6%
CC1(c2nnc(-c3cccc(Cl)c3)o2)CC(c2cccc([N+](=O)[O-])c2)=NO1 (stereo not drawn)	52%	33%	-7%	0.0%	-6%
COc1ccccc1N1CCN(C(=S)Nc2ccc3nc(N4CCOCC4)cc(C)c3c2)CC1	52%	?	-1%	6.8%	-1%
CSc1ccccc1NC(=O)COC(=O)CCC(=O)c1ccc(F)cc1	66%	0%	-17%	i	.
CCn1cc(C(=O)N2CCc3ccccc3C2)c(=O)c2cc(S(=O)(=O)N3CCCCC3)ccc21	7%	-9%	.	.	-3%
O=C(OCC(=O)N1N=C(c2ccc(Cl)cc2)CC1c1ccco1)c1cccnc1 (stereo not drawn)	71%	0%	6%	0.7%	.
O=C(O)c1ccc(N/N=C/c2cc(Br)cs2)cc1	16%	16%	-5%	i	11%
Cc1ccc(S(=O)(=O)N2CCC(=O)N2)cc1	-9%	-14%	10%	7.0%	-4%
Cc1cccc(OCC(=O)N(Cc2nnc(-c3ccccc3Cl)o2)C2CC2)c1	52%	-1%	-6%	i	.
NC(=O)c1sc2nc3c(c(-c4ccco4)c2c1N)CCC3	-9%	6%	-1%	1.8%	-15%
Cc1nc(N)sc1C(=O)N1N=N1	-7%	7%	-3%	1.5%	-4%

Other entries follow:
SMILES	tuberculosis growth	H37Rv inhibition	influenza NS1A	inhibitors of VEEV	Salmonella PhoP GFP	others
O=C1C2CCCCN2C(=O)N1CCCN1CCN(c2cccc(C(F)(F)F)c2)CC1 (stereo not drawn)	.	.	-4%	0.3%	.
Cc1ccc(NC(=O)c2ccc(OCC3CCCO3)cc2)cc1 (stereo not drawn)	46%	0%	-9%	0.1%	-1%
O=C(/C=C/c1ccco1)Nc1ccccc1C(=O)O	-4%	4%	.	2.0%	-10%
COc1ccc(-c2nnc(SCC(=O)N(Cc3ccccc3)C(C)(C)C)o2)cc1OC	12%	-12%	2%	i	-15%
O=C(/C=C/Nc1ccc([N+](=O)[O-])cc1)c1ccc(Br)cc1	2%	5%	-5%	0.6%	-2%
Nc1c(N(Cc2ccccc2)C(=O)COc2ccc(F)cc2Cl)c(=O)[nH]c(=O)n1Cc1ccccc1	8%	-5%	-2%	0.2%	.
NS(=O)(=O)c1ccc(N=Nc2c(=O)[nH]n3c(=O)c4c([nH]c23)CCCC4)cc1	-4%	-10%	-1%	2.9%	5%
Cc1csc(SCC(=O)NC(C)c2ccccc2)n1 (stereo not drawn)	65%	28%	8%	0.9%	-14%
COc1cc(CNc2ccc(C)c(C)c2)cc(OC)c1OC	11%	-4%	7%	i	-10%
CCO[C@@H]1OC(C(=O)N2CCN(Cc3ccccc3)CC2)=C[C@H](c2ccc(Br)cc2)[C@H]1CCCO	21%	10%	-4%	0.1%	8%
CCc1ccc2c(c1)C(=O)C(=O)N2CCS(=O)(=O)c1ccccc1	9%	-1%	10%	0.3%	-1%
COCCn1c(SCC(=O)Nc2ccc(C)cc2C)nc2c(oc3ccccc32)c1=O	-11%	35%	6%	0.7%	-1%
CCC1CN(C(=O)N2CCC(C(=O)NCc3ccccc3OC)CC2)c2cc(C)ccc2O1 (stereo not drawn)	8%	3%	5%	12%	0%
COC(=O)c1cccc(C(=O)N2CCCC(C(=O)c3ccccc3OC)C2)c1 (stereo not drawn)	21%	7%	-5%	0.1%	13%
COC(=O)c1c(NC(NC(C)=O)C(Cl)(Cl)Cl)sc2c1CCCC2 (stereo not drawn)	17%	1%	-5%	4.1%	0%
O=C(Cn1ccc2ccccc2c1=O)NCCC(=O)N1CCN(c2ccccc2)CC1	0%	3%	4%	0.4%	10%
Cn1cc(CCNC(=O)CC2C(=O)NCCN2Cc2cccc(Oc3ccccc3)c2)cn1 (stereo not drawn)	-11%	2%	12%	0.7%	1%
CCc1ccc(OCC(=O)NC(NC(=S)Nc2ccccc2OC)C(Cl)(Cl)Cl)cc1 (stereo not drawn)	25%	-7%	-2%	3.5%	-3%
O=C(CNC1CCCCC1)Nc1ccc(S(=O)(=O)N2CCCCC2)cc1	-5%	-4%	5%	0.2%	5%
CC(NC(=O)C1CCN(S(=O)(=O)c2cccc3nonc23)CC1)c1ccccc1 (stereo not drawn)	-4%	-3%	-29%	3.9%	0%

Sorted by heavy-atom count (lowest first): three of the compounds above.
SMILES	tuberculosis growth	H37Rv inhibition	influenza NS1A	inhibitors of VEEV	Salmonella PhoP GFP	others
CCc1ccc2c(c1)C(=O)C(=O)N2CCS(=O)(=O)c1ccccc1	9%	-1%	10%	0.3%	-1%
COC(=O)c1cccc(C(=O)N2CCCC(C(=O)c3ccccc3OC)C2)c1 (stereo not drawn)	21%	7%	-5%	0.1%	13%
O=C(Cn1ccc2ccccc2c1=O)NCCC(=O)N1CCN(c2ccccc2)CC1	0%	3%	4%	0.4%	10%

Further records follow.
SMILES	tuberculosis growth	H37Rv inhibition	influenza NS1A	inhibitors of VEEV	Salmonella PhoP GFP	others
Nc1nncn1C(=O)c1ccccc1Cl	3%	-12%	-4%	0.5%	0%
c1ccc2c(C3=NNC(=NC4CCCCC4)SC3)c[nH]c2c1	23%	43µM*	6%	10%	-6%
CCCCc1nnc(SCc2ccc(OCC)cc2)n1N	43%	-5%	4%	1.4%	-6%
Cc1ccc(C(=O)OCC(=O)NNC(=O)c2cccs2)c(O)c1	47%	2%	-7%	0.8%	8%
O=C1c2oc3ccccc3c(=O)c2C(c2cccc(O)c2)N1CCCN1CCOCC1 (stereo not drawn)	9%	1%	0%	0.2%	-9%
CC(C)CCNC(=O)c1ccc2c(SCC(=O)O)c3c(nc2c1)CCC3	7%	0%	-5%	i	-1%

Bioassay records: PubChem BioAssay, Southern Research Specialized Biocontainment Screening Center
